L major viab: Leishmania major promastigote growth inhibition, primary screen. Leishmania major promastigotes, resazurin fluorescence viability. inhibition, % at 10 µM. 200,000 tested, 9% active. AID 1063, 2008; in the data active = inhibition above about 50%;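 note: promastigotes grown with compound for 44 hours at 28 °C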
Redox H2O2 prof: compounds producing H2O2 with reducing agent – biochemical, NIH compound library profiling, artefact control for MLSCN library redox annotation, primary screen | AID 878, 2007 | activation, % at 10 µM | 200,000 tested, 0.03% active | DTT-dependent redox cycling H2O2, phenol red/HRP absorbance; 100% = 100 µM peroxide control, 0% = buffer;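 active = activation of at least 50% relative to the plate's high and low controls in the primary single-dose screen; inactive = activation below 50%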;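 note: compound incubated with DTT at 0.8 mM final as the reducing agent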
Efa HMGR inh: inhibitors of E. faecalis class II HMGR, primary screen, biochemical, Enterococcus faecalis; purified E. faecalis HMGR, NADPH absorbance 340 nm kinetic; inhibition, % at 10 µM; 190,000 tested, 0.41% active; AID 1066, 2008;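 active = inhibition above a set limit, the median over all tested compounds plus 3 SD, cut at about 9.5% in these data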;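 note: enzyme runs in reverse so mevalonate oxidation gives rising NADPH absorbance; 0% = complete reaction with DMSO and 100% = background rate lacking mevalonate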
PMI act: activators of human PMI, primary screen, biochemical, fluorescence intensity, near-Km mannose 6-phosphate | activation factor at 20 µM | purified human PMI, coupled resazurin fluorescence, 20 min; hits give high values; 1 = vehicle control, 0 substrate-free wells | Mannose-6-phosphate isomerase (Homo sapiens), P34949 | 190,000 tested, 0.005% active;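 active = activation factor of 2 or more at 20 µM, relative to plate controls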
PMI act satM6P: human PMI activators, high substrate, primary screen, biochemical, fluorescence intensity, near-saturating mannose 6-phosphate; activation factor at 20 µM; Mannose-6-phosphate isomerase (Homo sapiens), P34949; 190,000 tested, 0.34% active; AID 1216, 2008; coupled PMI enzyme assay, resazurin fluorescence, 20 min; hits give high values; 1 = untreated enzyme, 0 = substrate-free blank;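 active = activation factor of 2 or more at 20 µM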
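Technique: Diaphorase-driven resazurin-to-resorufin fluorescence, excitation 544, emission 590 nm | Assay system: Human PMI in coupled enzyme assay | Times: Enzyme reaction with compound 20 min at room temperature | Medium: HEPES-buffered pH 7.4 with magnesium and detergent | Reagent: Mannose-6-phosphate 1.0 mM (near-saturating) plus 0.22 mM NADP+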
Hsp70 activator: Hsp70 transcriptional activators, primary screen, cell-based, HeLa, Hsp70 promoter luciferase, luminescence, 10 µM; HeLa Hsp70 promoter luciferase reporter; scaled: vehicle 0, proteasome-inhibitor control 100%; activation, % at 10 µM; 200,000 tested, 0.04% active;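 active = activation above the mean across all tested compounds plus 3 SD, cutoff set per campaign, cut at about 5.5% in these data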;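 note: 100% = MG132 at 30 µM as the positive control and 0% = DMSO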
S1P3 antag: S1P3 receptor antagonists, primary screen, cell-based; CHO S1P3 NFAT-BLA reporter, FRET fluorescence, antagonist mode; inhibition, % at 4.98 µM; 170,000 tested, 0.27% active; AID 485, 2006;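 active = inhibition above the plate cutoff, the mean inhibition of test wells on that plate plus 3 SD, cut at about 28% in these data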;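 note: cells challenged with S1P at its EC80 of 0.8 µM; blue over green emission ratio from cleaved BLA substrate after 4 h stimulation; 0% = S1P-stimulated wells and 100% = unstimulated DMSO-only wells; some compounds past the cut are filed as inactive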
Target sequence (Q99500 whole entry, looked up): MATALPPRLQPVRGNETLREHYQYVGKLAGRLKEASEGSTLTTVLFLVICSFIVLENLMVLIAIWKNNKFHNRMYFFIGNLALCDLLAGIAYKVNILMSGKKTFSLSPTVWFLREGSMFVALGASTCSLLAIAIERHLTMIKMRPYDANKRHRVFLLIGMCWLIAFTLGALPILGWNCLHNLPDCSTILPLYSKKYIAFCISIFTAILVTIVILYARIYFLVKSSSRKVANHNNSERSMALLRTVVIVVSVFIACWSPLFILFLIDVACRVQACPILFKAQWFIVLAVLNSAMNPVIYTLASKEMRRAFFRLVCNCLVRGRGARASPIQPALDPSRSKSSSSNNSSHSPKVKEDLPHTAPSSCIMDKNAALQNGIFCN
RAM inhibit: inhibitors of the yeast RAM network, primary screen, dse1pr::URA3 reporter, 5-FOA selection. inhibition, % at 50 µM. S. cerevisiae dse1pr::URA3 reporter, 5-FOA growth OD615, 2 d; analog-sensitive cbk1-as2 kinase mutant strain. 190,000 tested, 1.8% active;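 active = inhibition above a set limit, 3 SD over mean compound inhibition, cut at about 8.4% in these data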;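 note: 0% = DMSO-only wells with no growth and 100% = 10 µM 1-NA-PP1 full growth; inhibition rescues growth on 5-FOA so higher OD means more RAM inhibition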
TNAP inh noacc: human TNAP enzyme inhibitors, primary screen, biochemical, luminescent, no phosphate acceptor, uHTS | purified TNAP, CDP-star luminescence, 30 min | 200,000 tested, 0.26% active | AID 1012, 2008 | Alkaline phosphatase, tissue-nonspecific isozyme (Homo sapiens), P05186 | inhibition, % at 20 µM;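 active = tissue-nonspecific alkaline phosphatase inhibition above about 50% at 20 µM in the single-dose screen, limit read from the data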;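 note: 0% = DMSO negative control and 100% = EDTA positive control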
Target sequence (P05186 whole entry, looked up): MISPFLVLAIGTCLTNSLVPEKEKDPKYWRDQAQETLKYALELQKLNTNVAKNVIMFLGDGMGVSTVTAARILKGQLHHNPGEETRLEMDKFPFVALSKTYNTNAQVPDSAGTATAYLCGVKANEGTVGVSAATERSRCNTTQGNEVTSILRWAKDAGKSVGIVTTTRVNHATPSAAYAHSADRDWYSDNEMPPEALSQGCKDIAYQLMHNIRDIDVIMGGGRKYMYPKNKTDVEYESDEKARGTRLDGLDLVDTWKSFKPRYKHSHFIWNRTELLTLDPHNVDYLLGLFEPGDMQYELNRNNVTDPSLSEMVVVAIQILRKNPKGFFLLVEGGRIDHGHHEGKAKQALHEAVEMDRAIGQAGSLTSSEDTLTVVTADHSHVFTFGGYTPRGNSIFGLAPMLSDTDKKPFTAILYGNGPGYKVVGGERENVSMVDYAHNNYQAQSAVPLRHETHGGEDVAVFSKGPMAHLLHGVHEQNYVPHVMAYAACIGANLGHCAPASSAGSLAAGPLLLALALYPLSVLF
TNAP inh hiacc: human TNAP enzyme inhibitors, primary screen, biochemical, luminescent, high phosphate acceptor level, uHTS | purified TNAP, CDP-star luminescence, 1 M DEA | inhibition, % at 20 µM | 200,000 tested, 0.03% active | AID 1135, 2008;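 active = over 50% inhibition of tissue-nonspecific alkaline phosphatase at 20 µM in the single-dose screen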;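 note: plate controls were DMSO wells for no effect and EDTA-quenched wells as full inhibition for full effect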
Active calls of the source: *.

Screening C/C(=N\Nc1ncc(Cl)cc1Cl)c1ccc(S(=O)(=O)NCc2ccco2)cc1 returned L major viab 7, Redox H2O2 prof 0.7, Efa HMGR inh 0, PMI act 0.8, PMI act satM6P 0.9, Hsp70 activator -0.2, S1P3 antag -11, RAM inhibit 3.3, TNAP inh noacc -28 and TNAP inh hiacc 0.
For Cc1ccc(C)c(N2CCN(C(=O)CN(C)S(=O)(=O)c3ccc4c(c3)CCC(=O)N4)CC2)c1 the results were L major viab -7, Redox H2O2 prof -1.2, Efa HMGR inh -4, PMI act 1.1, PMI act satM6P 1, Hsp70 activator -0.4, S1P3 antag -1, RAM inhibit 2.7, TNAP inh noacc 22 and TNAP inh hiacc -9.
For COc1cc(C(=O)N2c3ccccc3CC2C)cc(OC)c1OC (stereo unspecified) the results were L major viab -5, Redox H2O2 prof 2.8, Efa HMGR inh -7, PMI act 0.9, PMI act satM6P 0.9, Hsp70 activator 0.5, S1P3 antag -50, RAM inhibit -0.5, TNAP inh noacc -7 and TNAP inh hiacc -3.
`N=c1sc2ccccc2n1-c1ccccc1` gave L major viab -4, Redox H2O2 prof 2.9, Efa HMGR inh -8, PMI act 0.9, PMI act satM6P 0.9, Hsp70 activator -0.1, RAM inhibit 1.6, TNAP inh noacc -13 and TNAP inh hiacc -7.
`CC(=O)Nc1ccccc1C(=O)C(=O)Nc1cccc(C(=O)NCc2ccccc2)c1` gave L major viab 48, Redox H2O2 prof -0.1, Efa HMGR inh -4, PMI act 0.9, PMI act satM6P 1, Hsp70 activator -0.2, S1P3 antag -1, RAM inhibit 1.0, TNAP inh noacc -6 and TNAP inh hiacc 0.
Screening CCCCc1nnc(NC(=O)C2CC(=O)N(c3ccc4c(c3)OCCO4)C2)s1 (stereo unspecified) returned L major viab -5, Redox H2O2 prof 0.3, Efa HMGR inh -1, PMI act 0.9, PMI act satM6P 0.9, Hsp70 activator -0.2, S1P3 antag -2, RAM inhibit 2.9, TNAP inh noacc -7 and TNAP inh hiacc -2.
For COC(=O)c1c([N+](=O)[O-])c(OC)c(OC)c(OC)c1[N+](=O)[O-] the results were L major viab -6, Redox H2O2 prof 0.1, Efa HMGR inh -1, PMI act 1, PMI act satM6P 1, Hsp70 activator -0.2, S1P3 antag 5, RAM inhibit 1.6, TNAP inh noacc -7 and TNAP inh hiacc 2.
For Cc1cc(C)n(/N=C/c2cccc(O)c2)c(=O)c1C(N)=O the results were L major viab -4, Redox H2O2 prof 0.0, Efa HMGR inh 4, PMI act 1, PMI act satM6P 1, Hsp70 activator -0.3, S1P3 antag -46, RAM inhibit 0.9, TNAP inh noacc -11 and TNAP inh hiacc -3.
Screening O=C1Nc2ccccc2C12OCC1(CO2)COC2(OC1)C(=O)Nc1ccccc12 (stereo unspecified) returned L major viab 91*, Redox H2O2 prof -0.1, Efa HMGR inh 1, PMI act 0.9, PMI act satM6P 1, Hsp70 activator -0.3, RAM inhibit 2.5, TNAP inh noacc -8 and TNAP inh hiacc -3.
For Cn1c(CCCOc2ccc(Cl)cc2Cl)nnc1SCC(=O)Nc1nccs1 the results were L major viab 2, Redox H2O2 prof 0.1, Efa HMGR inh 2, PMI act 0.9, PMI act satM6P 0.9, Hsp70 activator -0.3, S1P3 antag -10, RAM inhibit 3.4, TNAP inh noacc -3 and TNAP inh hiacc -4.
`[O-]/[N+](=C/c1ccc(F)cc1)c1ccccc1` gave L major viab 2, Redox H2O2 prof -0.5, Efa HMGR inh -4, PMI act 0.9, PMI act satM6P 1, Hsp70 activator -0.2, S1P3 antag -17, RAM inhibit 0.7, TNAP inh noacc -8 and TNAP inh hiacc -2.
O=C1c2ccccc2C(=O)N1Cc1nc2ccccc2c(=O)n1CCCn1ccnc1 was read as L major viab -1, Redox H2O2 prof 0.2, Efa HMGR inh -3, PMI act 1.1, PMI act satM6P 1.1, Hsp70 activator -0.2, S1P3 antag -16, RAM inhibit -0.1, TNAP inh noacc 28 and TNAP inh hiacc 5.
COc1ccc(N2CCN(C(=O)Cn3c(=O)[nH]c4ccsc4c3=O)CC2)cc1 was read as L major viab 23, Redox H2O2 prof -2.7, Efa HMGR inh 0, PMI act 1, PMI act satM6P 1, Hsp70 activator -0.4, RAM inhibit 3.2, TNAP inh noacc 3 and TNAP inh hiacc 0.
Screening CC1(C)CC(=O)C2=C(C1)NC1=C(C(=O)c3ccccc31)C2c1cccnc1 (stereo unspecified) returned L major viab 25, Redox H2O2 prof -0.2, Efa HMGR inh -2, PMI act 0.9, PMI act satM6P 0.9, Hsp70 activator 0.3, S1P3 antag -19, RAM inhibit 0.8, TNAP inh noacc 4 and TNAP inh hiacc 14.
CCOC(=O)Cc1csc(NC(=O)C(C)(C)CC)n1 was read as L major viab -5, Redox H2O2 prof -0.7, Efa HMGR inh -4, PMI act 1.1, PMI act satM6P 1.1, Hsp70 activator -0.1, RAM inhibit 0.7, TNAP inh noacc -1 and TNAP inh hiacc -3.
CCNC(=O)C(=O)NCc1ccncc1 was read as L major viab -4, Redox H2O2 prof 0.0, Efa HMGR inh 2, PMI act 1, PMI act satM6P 1, Hsp70 activator -0.2, S1P3 antag -12, RAM inhibit 0.8, TNAP inh noacc -5 and TNAP inh hiacc -5.
Screening O=C(COc1ccccc1)N1CCN(S(=O)(=O)c2cccs2)CC1 returned L major viab -11, Redox H2O2 prof -0.5, Efa HMGR inh 4, PMI act 0.9, PMI act satM6P 0.9, Hsp70 activator -0.1, S1P3 antag -23, RAM inhibit 1.6, TNAP inh noacc -8 and TNAP inh hiacc -3.
COc1ccc(CNS(=O)(=O)NCc2ccc(OC)c(OC)c2)cc1OC was read as L major viab 3, Redox H2O2 prof -1.3, Efa HMGR inh -2, PMI act 1, PMI act satM6P 0.8, Hsp70 activator -0.3, S1P3 antag -6, RAM inhibit 0.5, TNAP inh noacc -4 and TNAP inh hiacc 2.
For Cc1ccc(NC(=O)CSc2nnc(-c3ccccn3)n2C)cc1 the results were L major viab -8, Redox H2O2 prof 3.9, Efa HMGR inh 1, PMI act 0.9, PMI act satM6P 0.9, Hsp70 activator 0.1, S1P3 antag -18, RAM inhibit -0.2, TNAP inh noacc -13 and TNAP inh hiacc -7.
`O=c1cc(N2CCC(Cc3ccccc3)CC2)[nH]c(=O)n1C1CCCCC1` gave L major viab 5, Redox H2O2 prof -0.2, Efa HMGR inh 1, PMI act 1, PMI act satM6P 0.9, Hsp70 activator -0.3, S1P3 antag -27, RAM inhibit 0.3, TNAP inh noacc -10 and TNAP inh hiacc -4.

Ordered by formula weight (largest number first): part of the list above.
Screening CCCCc1nnc(NC(=O)C2CC(=O)N(c3ccc4c(c3)OCCO4)C2)s1 (stereo unspecified) returned L major viab -5, Redox H2O2 prof 0.3, Efa HMGR inh -1, PMI act 0.9, PMI act satM6P 0.9, Hsp70 activator -0.2, S1P3 antag -2, RAM inhibit 2.9, TNAP inh noacc -7 and TNAP inh hiacc -2.
Screening O=C1Nc2ccccc2C12OCC1(CO2)COC2(OC1)C(=O)Nc1ccccc12 (stereo unspecified) returned L major viab 91*, Redox H2O2 prof -0.1, Efa HMGR inh 1, PMI act 0.9, PMI act satM6P 1, Hsp70 activator -0.3, RAM inhibit 2.5, TNAP inh noacc -8 and TNAP inh hiacc -3.
For COc1cc(C(=O)N2c3ccccc3CC2C)cc(OC)c1OC (stereo unspecified) the results were L major viab -5, Redox H2O2 prof 2.8, Efa HMGR inh -7, PMI act 0.9, PMI act satM6P 0.9, Hsp70 activator 0.5, S1P3 antag -50, RAM inhibit -0.5, TNAP inh noacc -7 and TNAP inh hiacc -3.

Remaining list, next part
`Cc1csc(=O)n1CC(=O)OCc1cccc2ccccc12` gave L major viab 4, Redox H2O2 prof -0.1, Efa HMGR inh 3, PMI act 0.8, PMI act satM6P 0.8, Hsp70 activator 0.3, S1P3 antag -25, RAM inhibit 2.0, TNAP inh noacc -8 and TNAP inh hiacc -2.
For COC(=O)c1ccc(NC(=O)Cn2nc(SC)n(N)c2=S)cc1 the results were L major viab 4, Redox H2O2 prof -2.3, Efa HMGR inh 2, PMI act 0.8, PMI act satM6P 1, Hsp70 activator 0.1, RAM inhibit 1.1, TNAP inh noacc -11 and TNAP inh hiacc -6.
O=C(NCc1nc2ncc(Br)cc2[nH]1)c1ccccc1 was read as L major viab 3, Redox H2O2 prof -0.1, Efa HMGR inh -3, PMI act 1.1, PMI act satM6P 1, Hsp70 activator 0.0, S1P3 antag -26, RAM inhibit -0.3, TNAP inh noacc -7 and TNAP inh hiacc 3.
Cc1ccc(S(=O)(=O)NC(N)=NCCc2ccccc2)cc1C was read as L major viab -4, Redox H2O2 prof -0.1, Efa HMGR inh -1, PMI act 0.9, PMI act satM6P 0.9, Hsp70 activator -0.3, S1P3 antag -11, RAM inhibit 2.2, TNAP inh noacc -4 and TNAP inh hiacc -4.
CCN(CC)S(=O)(=O)c1ccc(NC(=O)COC(=O)CCc2cc(OC)c(OC)c(OC)c2)cc1 was read as L major viab -4, Redox H2O2 prof -0.5, Efa HMGR inh 4, PMI act 0.9, PMI act satM6P 1, Hsp70 activator -0.3, S1P3 antag 1, RAM inhibit 1.5, TNAP inh noacc 7 and TNAP inh hiacc 5.
C=CCCC(=O)Nc1nc(C)c(-c2csc(Nc3cc(Cl)ccc3OC)n2)s1 was read as L major viab 33, Redox H2O2 prof -2.5, Efa HMGR inh 1, PMI act 0.8, PMI act satM6P 0.8, Hsp70 activator -0.3, RAM inhibit 2.6, TNAP inh noacc -3 and TNAP inh hiacc -4.
`CC1CCc2nc(NC(=O)Nc3ccc4c(c3)OCO4)sc2C1` (stereo unspecified) gave L major viab -5, Redox H2O2 prof 0.2, Efa HMGR inh -2, PMI act 0.8, PMI act satM6P 0.7, Hsp70 activator -0.2, S1P3 antag -8, RAM inhibit 23*, TNAP inh noacc -2 and TNAP inh hiacc -5.
Cn1c(=O)oc2cc(S(=O)(=O)NCCN3CCN(c4ccccc4)CC3)ccc21 was read as L major viab -7, Redox H2O2 prof -1.4, Efa HMGR inh -4, PMI act 1.1, PMI act satM6P 1, Hsp70 activator -0.2, RAM inhibit 1.5, TNAP inh noacc 0 and TNAP inh hiacc -5.
For Cc1ccc(-c2csc3ncn(CC(=O)N4CCOCC4)c(=O)c23)cc1 the results were L major viab -4, Redox H2O2 prof -0.2, Efa HMGR inh 6, PMI act 0.9, PMI act satM6P 1, Hsp70 activator -0.6, RAM inhibit 0.9, TNAP inh noacc -11 and TNAP inh hiacc -4.

Bioassay records: PubChem BioAssay, several laboratories
